Compound activity as filed in PubChem.
Growth percent in the NCI-60 one-dose screen (48 h, 10 µM unless noted): 100 = growth as untreated, 0 = no growth, -100 = all killed.
SF-539 = SF-539 CNS cancer; AID 1794752; 6.8% of 81,000 active
DU-145 = DU-145 prostate cancer. 4.2% of 81,000 active. AID 1794760
PC-3 = PC-3 prostate cancer cells; AID 1794754; 3.9% of 80,000 active
SF-268 = SF-268 CNS cancer cells; AID 1794759; 3.1% of 82,000 active
HCC-2998 = HCC-2998 colon cancer. 4.7% of 79,000 active. AID 1794799
SF-295 = SF-295 CNS cancer cells; AID 1794758; 5.6% of 79,000 active
U251 = U251 CNS tumor cells. 5.4% of 80,000 active
SNB-75 = SNB-75 CNS cancer; 5% of 79,000 active; AID 1794750
SNB-19 = SNB-19 CNS cancer cells; 2.5% of 81,000 active
* hit, by the source's call; . = no result given; & = joins results of further samples. The calls were made as follows: active = growth percent below 10; inactive = the rest.

SMILES	SF-539	DU-145	PC-3	SF-268	HCC-2998	SF-295	U251	SNB-75	SNB-19
COC(=O)c1cc(=O)[nH]c(N)n1	106.8	113.0	89.1	97.1	103.8	104.7	102.1	93.8	98.1
CC(C)CCC[C@@H](C)[C@H]1CC[C@H]2[C@@H]3CC[C@H]4Cc5nc(N)sc5C[C@]4(C)[C@H]3CC[C@]12C	101.7	110.2	99.9	106.6	104.9	102.8	108.7	102.7	96.5
Cc1ccc(-c2nc(C#N)c(N3CCN(S(=O)(=O)c4ccc(C)cc4)CC3)o2)cc1	110.6	94.4	79.0	89.6	97.4	107.4	94.2	80.5	90.2
COC(=O)C(C(=O)OC)c1ccccc1	99.7	115.7	101.8	107.2	103.1	108.2	.	95.7	108.6
COC(=O)CC(=O)C(=O)OC	102.0	107.5	99.8	97.4	103.5	.	101.8	92.2	107.1
NC(=NC1C2CC3CC(C2)CC1C3)Nc1ccc(I)cc1 (configuration not stated)	32.0	20.4	36.9	40.7	.	10.7	50.4	57.1	27.5
O=C1N(Cc2ccccc2)c2ccccc2C12Nc1ccccc1-c1ccnn12 (configuration not stated)	104.1	104.0	87.6	100.3	105.4	104.2	97.5	73.6	104.1
CCCC(O)Cn1ncc(C(=O)OCC)c1NC(=O)NCc1ccc(C(F)(F)F)cc1 (configuration not stated)	83.2	84.6	65.8	85.8	73.9	75.9	98.9	97.2	93.3
O=CNc1ccc([N+](=O)[O-])cc1	117.0	131.3	101.6	111.0	109.4	106.6	107.5	98.2	107.3
COc1cc(C2CC(c3cc(OC)c(OC)c(OC)c3)=Nc3c(N)nc(N)nc3N2)ccc1Oc1nc(NCCO)nc(N2CCOCC2)n1 (configuration not stated)	97.5	113.5	100.4	93.8	114.6	101.1	100.5	88.7	94.9
c1ccc(SCSc2ccccc2)cc1	108.2	108.0	100.5	108.8	105.9	98.5	105.2	96.9	106.3
CCC(=O)Nc1cc2c(cc1Cl)-c1ccccc1C2	94.3	108.9	80.5	84.3	87.0	121.1	96.4	83.1	100.8
C#CCOc1ccc(C2=NN(CC(C)C)C3N=C(Cl)c4ncn(CC(C)C)c4N23)cc1OCC#C (configuration not stated)	98.5	91.4	58.7	88.6	102.2	94.2	74.9	75.3	91.8
CCN1CCN(c2nc(O)c(/C=C3\C=Nc4cc(Cl)ccc43)s2)CC1	93.1	105.8	93.7	102.9	127.1	100.1	101.4	89.9	96.7
C/C(=C(/c1ccccc1)c1ccc(N2C(=O)c3cccc4c(NCCO)ccc(c34)C2=O)cc1)c1ccccc1	97.2	92.9	75.0	113.4	101.4	87.3	103.2	92.8	102.3
COc1cc([C@@H]2N=C(N)NC(C)=C2C(=O)Nc2nc(-c3ccc(Cl)cc3)cs2)ccc1O	96.1	96.8	48.3	81.0	99.7	78.3	84.0	74.6	103.4
CSc1nc(Nc2cccc(NC(=O)/C(C#N)=C/c3c(Cl)cccc3Cl)c2)c(C#N)c(-c2cccc([N+](=O)[O-])c2)n1	65.2	58.0	45.1	59.6	60.8	92.0	.	47.5	72.5
Nc1nc(=O)[nH]c2ccc(Sc3ccc(F)cc3)cc12	.	107.9	87.0	99.0	90.8	109.5	89.6	77.5	82.8
O=c1cc(OCCn2cc(COc3nc(NCc4ccccc4)nc(OCc4cn(CCOc5cc(=O)oc6ccccc56)nn4)n3)nn2)c2ccccc2o1	94.8	112.6	103.7	98.4	127.1	98.6	98.9	99.2	99.4
Nc1nc(N)c2cc([N+](=O)[O-])ccc2n1	93.3&98.4	115.7&108.6	87.4&93.3	103.1&106.7	101.8&101.0	98.6&112.2	95.5&115.5	93.5&72.4	102.7&100.3
CCOC(=O)[C@H](CCc1ccccc1)N[C@H](C)C(=O)N1C2CCCCC2C[C@H]1C(=O)O (some centres not stated)	107.0	119.4	94.4	110.3	109.0	95.2	97.8	102.2	104.6
COc1ccc(N2CCN(C(CNC(=O)C3CCCCC3)c3ccc4c(c3)OCO4)CC2)cc1 (configuration not stated)	100.4	99.2	80.5	86.8	112.1	78.1	81.8	88.9	98.4
COc1cc(NC(=O)N2CCN(C)CC2)ccc1-c1ccc(NC(=O)N2CCN(C)CC2)cc1OC	99.4	106.2	89.1	91.9	103.8	97.2	90.6	80.6	97.6
C[C@@H]1NC(=O)CNC(=O)[C@H](CCCNC(=N)N)NC(=O)[C@H](Cc2ccc(O)cc2)NC(=O)[C@H](CO)NC(=O)[C@H](Cc2c[nH]c3ccccc23)NC(=O)[C@H](CCC(N)=O)NC(=O)[C@H](Cc2c[nH]cn2)NC(=O)[C@@H](Cc2ccc(O)cc2)NC(=O)CSC[C@@H](C(N)=O)NC(=O)[C@H](CO)NC(=O)[C@H](CCCNC(=N)N)NC(=O)[C@H](Cc2ccc(O)cc2)NC(=O)[C@H]([C@@H](C)O)NC1=O	100.5	106.1	106.3	114.5	130.2	115.5	105.3	88.9	97.4
CCOC(=O)/C(=C/c1ccc(OC)cc1)P(=O)(OCC)OCC	97.6	66.2	89.2	93.7	110.9	103.3	78.7	84.6	101.6
C[C@@H]1CN(c2nc3c(cc2F)c(=O)c(C(=O)O)cn3C(C)(C)C)C[C@H](C)N1	106.6	113.8	89.1	113.9	98.1	96.5	102.6	114.2	105.8
CCSc1nc(-c2ccco2)n2nc(-c3cccs3)cc2n1	99.7	100.1	89.2	100.0	88.9	89.5	76.6	86.6	104.3
CCCCCCSC#N	107.9	112.9	96.4	104.0	104.1	120.0	113.4	94.6	102.7
CCNC(CCCC1CCCCC1)C(=O)O (configuration not stated)	101.9	99.8	89.1	97.5	108.5	102.6	91.7	80.1	107.2
O=C(CSC(=S)N1CCOCC1)Nc1ccccc1	106.2	103.8	92.8	91.4	90.0	105.2	104.1	117.5	102.0
Cn1c(=O)[nH]c2nc(SCC(=O)c3ccc(Br)cc3)[nH]c2c1=O	99.4	103.7	99.4	99.6	109.0	98.0	104.1	96.2	100.9
Nc1cnc(Cl)nc1N	95.3	101.7	108.6	93.4	100.4	96.7	101.4	85.4	108.1
CCOC(=O)C(=C(C)C)[N+](=O)[O-]	103.3	103.6	98.6	95.1	102.1	95.3	98.2	92.3	101.3
C=C1C(=O)O[C@H]2[C@H]1CC/C(COC(=O)CCSCCC(=O)O)=C\CC[C@@]1(C)O[C@@H]21	87.6	91.1	91.0	87.2	103.5	94.3	91.7	82.2	83.0
O=C(N=Nc1c(O)[nH]c2ccc(Cl)cc12)c1cc2ccccc2[nH]1	102.3	103.4	106.9	95.6	100.3	106.5	102.0	100.2	103.6
COc1ccc(-c2c(C(=O)NS(=O)(=O)C(C)C)n(Cc3cccc(OC(F)(F)F)c3)c3ccccc23)cc1	102.6	92.0	56.7	93.6	103.6	76.6	76.2	100.8	90.2
CCCCCCCCCCCCCCCC(=O)OC[C@@]1(O)C[C@@]23CC[C@@H]4C(C)(C)CCC[C@@]4(C)[C@@H]2CC[C@H]1C3	108.3	107.9	94.8	109.9	118.2	111.0	95.8	111.6	101.6
CCN(CC)c1ccc(/C=N\NC(=O)c2cccc(Nc3ccnc(C(F)(F)F)c3)c2)c(O)c1	-38.9*	23.1	18.9	10.3	60.1	16.8	13.1	34.7	15.9
CCC1(CC(C)C)SC(N)=NC1=O (configuration not stated)	115.5	108.3	86.7	100.6	97.0	118.9	101.9	97.6	109.1
CCN(CC)CCCN1C(=O)c2c(c(C)c3c(oc4ccc(O)cc43)c2C)C1=O	1.7*	-58.8*	79.7	66.0	67.0	109.3	47.3	90.4	77.4
C=CCc1cccc(CC=C)c1O	117.8	116.4	111.1	115.5	102.2	113.6	98.4	119.4	109.0
Clc1ccccc1-c1nnc(Cn2c(COc3cccc4ccccc34)nc3ccccc32)o1	89.4	106.7	59.7	61.6	93.4	77.7	92.9	76.3	70.1
COc1ccc2c(c1C)CN1CCc3cc4c(cc3C1=C2)OCO4	98.3	108.6	91.6	105.6	90.5	76.4	90.1	111.6	99.7
O=C(Nc1ccc(F)cc1)c1cc([N+](=O)[O-])ccc1O	47.3	78.3	54.7	72.9	63.9	78.6	61.6	78.1	70.9
O=[N+]([O-])c1ccc(-c2nnc(SCc3ccc(O)c4ncccc34)n2-c2ccccc2)cc1	11.7	29.0	21.0	23.6	41.9	5.7*	14.0	.	14.4
CC1=C(C(=O)c2ccccc2)C(c2cccc(Cl)c2Cl)n2c(nc3ccccc32)N1 (configuration not stated)	16.6	58.1	45.0	43.6	88.0	63.3	16.9	43.0	39.3
C=CCn1c(SC/C(=N\O)c2ccc(OC)cc2)nnc1-c1c[nH]c2ccccc12	95.6	105.9	85.1	101.0	108.4	83.3	105.3	112.9	98.4
O=C(O)C(O)C(O)C(OC1OC(CO)C(O)C(O)C1O)C(O)CO (configuration not stated)	97.6	120.4	101.7	108.2	121.3	.	.	100.2	119.1
c1ccc2c[n+](Cc3ccc4ccccc4n3)ccc2c1	82.5	99.8	50.9	85.7	71.7	91.4	55.4	79.7	71.2
Cn1nc(C(=O)Cl)c(=O)[nH]c1=O	109.9	127.3	93.4	113.6	109.7	104.5	103.8	89.3	112.9
O=S(=O)(O)c1ccc(N=Nc2ccc(Nc3ccccc3)cc2)cc1	107.6	120.9	88.3	105.3	108.6	99.2	110.0	113.9	98.8
COc1ccc(CCn2c(=N)c(S(=O)(=O)c3ccccc3)cc3c(=O)n4ccccc4nc32)cc1	102.9	113.6	105.3	107.7	99.8	101.1	101.6	105.9	99.7
O=C1N(Cc2ccccc2)C(=O)C2(CC=CC2)C(=O)N1c1ccccc1	100.9	111.1	97.7	101.4	105.0	102.1	108.1	100.2	93.2
COc1cc(Cn2c(SCC(=O)Nc3ccc(F)cc3)nc3ccccc3c2=O)cc(OC)c1OC	96.4	98.9	99.3	87.4	113.5	97.5	105.3	48.6	97.1
CC(C)C(=O)OCCN(C)CCc1ccccc1	101.4	103.5	109.9	93.6	97.5	100.4	115.7	99.5	109.5
CCN(CC)CCOc1ccc2ccc(=O)oc2c1	100.9	121.5	21.3	109.0	90.5	94.3	101.0	106.6	98.5
O=c1[nH]c2ccc(Cl)cc2cc1CSc1nccc(-c2ccc(Cl)cc2)n1	3.2*	78.9	49.9	54.3	61.7	16.8	47.4	.	40.4
COc1ccc(CN2[C@@H](C(=O)NCc3ccc(C(=O)NO)cc3)Cc3c([nH]c4ccccc34)[C@@H]2C)cc1	17.2	18.6	29.0	24.8	14.6	6.6*	33.0	15.8	40.3
N#Cc1ccc(-c2nn(-c3ccc(C(=O)O)cc3)cc2CNc2cc(Cl)cc(C(F)(F)F)c2)cc1	-26.4*	26.7	14.1	31.9	-27.7*	9.4*	18.5	31.0	20.9
Cc1cc(=O)oc2cc(OCCCOc3ccc(/C=C/C(=O)Nc4ccccc4[N+](=O)[O-])cc3)ccc12	98.5	109.5	107.7	105.4	113.8	113.3	100.2	111.9	99.0

Reprinted from above for reference:
SMILES	SF-539	DU-145	PC-3	SF-268	HCC-2998	SF-295	U251	SNB-75	SNB-19
COc1ccc(CCn2c(=N)c(S(=O)(=O)c3ccccc3)cc3c(=O)n4ccccc4nc32)cc1	102.9	113.6	105.3	107.7	99.8	101.1	101.6	105.9	99.7
O=C1N(Cc2ccccc2)C(=O)C2(CC=CC2)C(=O)N1c1ccccc1	100.9	111.1	97.7	101.4	105.0	102.1	108.1	100.2	93.2
COc1cc(Cn2c(SCC(=O)Nc3ccc(F)cc3)nc3ccccc3c2=O)cc(OC)c1OC	96.4	98.9	99.3	87.4	113.5	97.5	105.3	48.6	97.1
CC(C)C(=O)OCCN(C)CCc1ccccc1	101.4	103.5	109.9	93.6	97.5	100.4	115.7	99.5	109.5
CCN(CC)CCOc1ccc2ccc(=O)oc2c1	100.9	121.5	21.3	109.0	90.5	94.3	101.0	106.6	98.5
O=c1[nH]c2ccc(Cl)cc2cc1CSc1nccc(-c2ccc(Cl)cc2)n1	3.2*	78.9	49.9	54.3	61.7	16.8	47.4	.	40.4
COc1ccc(CN2[C@@H](C(=O)NCc3ccc(C(=O)NO)cc3)Cc3c([nH]c4ccccc34)[C@@H]2C)cc1	17.2	18.6	29.0	24.8	14.6	6.6*	33.0	15.8	40.3
N#Cc1ccc(-c2nn(-c3ccc(C(=O)O)cc3)cc2CNc2cc(Cl)cc(C(F)(F)F)c2)cc1	-26.4*	26.7	14.1	31.9	-27.7*	9.4*	18.5	31.0	20.9
Cc1cc(=O)oc2cc(OCCCOc3ccc(/C=C/C(=O)Nc4ccccc4[N+](=O)[O-])cc3)ccc12	98.5	109.5	107.7	105.4	113.8	113.3	100.2	111.9	99.0

Additional compounds follow.
SMILES	SF-539	DU-145	PC-3	SF-268	HCC-2998	SF-295	U251	SNB-75	SNB-19
NS(=O)(=O)c1ccc(N2N=C(c3ccc(-c4ccccc4)cc3)CCC2=O)cc1	81.2	95.0	74.2	86.2	111.8	86.4	76.8	82.8	98.7
O=C(Cc1ccccc1)Nc1ccccc1-c1nc2ccccc2c(=O)[nH]1	91.7	108.2	81.2	90.3	92.4	97.3	87.0	57.0	89.4
CCCCC(=O)OC1CCCCC1	96.7	115.0	100.7	109.2	110.0	112.0	96.8	78.6	100.6
COc1ccc(Cn2cc3c(c2-c2ccc(OC)cc2)CCc2cnoc2-3)cc1	-28.0*	10.5	24.8	30.5	-30.2*	.	24.0	11.4	45.5
CCCC(=O)Oc1ccc(/C(=C(\C)c2ccc(OC)cc2)c2ccc(OCCN3CCCCC3)cc2)cc1	65.5	87.1	64.7	83.1	91.0	61.5	63.8	73.0	91.0
CC(O)(c1ccccc1)C(C)(O)c1ccccc1 (configuration not stated)	98.1	116.3	93.6	116.5	111.2	.	101.6	.	107.0
